Source: PubChem BioAssay (National Center for Advancing Translational Sciences (NCATS))
IMPase inh: qHTS Assay for Identifying the Cell-Membrane Permeable IMPase Inhibitors | Inositol monophosphatase 1 (Rattus norvegicus), P97697 | CHO-M1 cells, IP1 accumulation, HTRF TR-FRET ratio | inhibition (IP1 accumulation), % at 46.1 µM | 120,000 tested, under 10 active; active means well fitted curve in the direction sought with a large enough effect in the signal ratio, not every such curve was filed as active; inconclusive means small, poorly fitted or top-dose-only effect, or a change in a side signal; inactive means no such curve, though single readings can be large or run the other way; the % refers to the signal ratio;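 further: cells stimulated with carbachol in lithium chloride buffer; plate controls were DMSO basal wells for no effect and reference inhibitor wells for full effect; higher means more IMPase inhibition seen as more IP1 and lower FRET ratio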
Target sequence (P97697 whole entry, looked up): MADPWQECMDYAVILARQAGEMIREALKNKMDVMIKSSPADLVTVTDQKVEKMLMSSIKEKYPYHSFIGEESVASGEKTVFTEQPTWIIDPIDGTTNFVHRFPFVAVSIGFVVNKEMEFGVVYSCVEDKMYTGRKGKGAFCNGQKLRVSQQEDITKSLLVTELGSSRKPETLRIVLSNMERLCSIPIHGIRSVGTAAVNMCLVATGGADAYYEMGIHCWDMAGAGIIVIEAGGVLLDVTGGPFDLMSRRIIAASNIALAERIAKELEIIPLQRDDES
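CHO-M1 cells (CHO stably expressing M1 receptor), compound up to 46 uM final, stimulated with carbachol (50 uM as added) in buffer with 50mM LiCl, pH 7.4, 30 min at 37C. Cytosolic IP1 read by TR-FRET; AC50 from Hill fits.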
15-hLO-2 inh: qHTS Assay for Inhibitors of 15-hLO-2 (15-human lipoxygenase 2) | Polyunsaturated fatty acid lipoxygenase ALOX15B (Homo sapiens), O15296 | purified 15hLO-2, xylenol orange hydroperoxide absorbance | Potency, µM (series often up to 57.1 µM), without a hit: top-dose activity change, negative = inhibition, hits mostly inhibitors | hit rate 0.56% among 110,000 | AID 881, 2007; further: potency means the concentration at half of the fitted maximal effect; nearly all actives have a fitted effect of over 60% in size; many of its hits are not listed in these tables
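Purified human 15hLO-2 (50 nM) preincubated 15 min with compound, then 45 uM arachidonic acid for 90 min at RT in 25 mM Hepes pH 7.5, 0.01% Triton X-100. Hydroperoxide detected by Fe-xylenol orange; 573/405 nm absorbance ratio.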
PNC assembly inh: High Content Assay for Compounds that inhibit the Assembly of the Perinucleolar Compartment; PC3M PTB-GFP, PNC prevalence imaging, 16 h; hits give low values; activity change (PNC), negative = inhibition, % at 10 µM; hit rate 3.1% among 140,000;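 active means readout at or below -70, meaning at least 70% loss of cells showing the perinucleolar compartment, a nuclear body marking cancer cells; inconclusive means readout between -30 and a set limit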;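 further: plate controls were DMSO wells for no effect and camptothecin positive control wells for full effect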
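PC3M cells stably expressing PTB-GFP, 750–1000 cells/well, treated 16 h at 37 °C with compound (23 nl of library stock), in duplicate. After paraformaldehyde fixation and Hoechst stain, imaged at 20x; PNC prevalence scored by image analysis.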
ALOX12 inhib: qHTS Assay for Inhibitors of 12-hLO (12-human lipoxygenase); Polyunsaturated fatty acid lipoxygenase ALOX12 (Homo sapiens), P18054; purified 12-hLO, xylenol orange hydroperoxide absorbance; Potency, µM (top dose mostly 57.1 µM), for inactives: at the highest dose activity change, negative = inhibition, actives largely listed as inhibitors; hit rate 0.12% among 150,000; AID 1452, 2008; further: potency means the concentration at half of the fitted maximal effect; nearly all actives have a fitted effect of over 55% in size; many of its hits are not listed in these tables
Target sequence (P18054 whole entry, looked up): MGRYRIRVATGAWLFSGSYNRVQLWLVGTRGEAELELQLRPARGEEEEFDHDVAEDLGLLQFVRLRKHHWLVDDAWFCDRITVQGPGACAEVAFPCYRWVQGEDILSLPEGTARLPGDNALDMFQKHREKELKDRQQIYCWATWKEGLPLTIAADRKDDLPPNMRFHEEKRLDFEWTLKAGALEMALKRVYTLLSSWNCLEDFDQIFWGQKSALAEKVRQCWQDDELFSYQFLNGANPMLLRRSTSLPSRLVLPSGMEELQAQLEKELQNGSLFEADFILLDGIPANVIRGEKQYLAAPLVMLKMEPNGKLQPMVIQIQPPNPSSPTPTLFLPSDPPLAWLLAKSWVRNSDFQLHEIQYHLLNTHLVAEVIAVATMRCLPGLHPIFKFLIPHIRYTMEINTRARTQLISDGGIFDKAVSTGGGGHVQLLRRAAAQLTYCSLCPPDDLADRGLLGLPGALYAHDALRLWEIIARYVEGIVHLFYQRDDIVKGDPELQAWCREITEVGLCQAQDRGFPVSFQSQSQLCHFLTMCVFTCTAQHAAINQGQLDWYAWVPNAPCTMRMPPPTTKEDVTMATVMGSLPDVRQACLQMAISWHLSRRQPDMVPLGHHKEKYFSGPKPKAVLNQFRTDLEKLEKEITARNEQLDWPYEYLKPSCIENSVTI
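Hydroperoxide output read as Fe(III)-xylenol orange absorbance, 573-to-405 nm ratio, after 30 min reaction with 40 uM arachidonic acid. Enzyme: 150 nM purified human 12hLO, 15 min compound preincubation; 25 mM Hepes pH 7.0, room temperature.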
Starred values were filed as active, the others as inactive; ? = inconclusive; · = not tested or not shown; [ ] = another dose, or the depositor's remark. Unless noted, the call rests on the fitted dose curve; in most records, active means well fitted curve in the direction sought with a large enough effect; inconclusive means small, poorly fitted or top-dose-only effect, or another doubt; inactive means no such curve, though single readings can be large; an effect the other way counts as inactive or inconclusive. Unless noted, on the % scale 0 is the no-effect control and ±100 the full control effect. Some of the compounds tested; count on the stated rates, not on these rows.

IMPase inh	PNC assembly inh	ALOX12 inhib	15-hLO-2 inh	Structure
7	-13	6%	-2%	COC(=O)COc1ccc2occ(C(C)=O)c2c1
1	?	-3%	5%	CCN(CC)S(=O)(=O)c1ccc2c(c1)nc(SCc1nc3ccsc3c(=O)[nH]1)n2CC
3	?	1%	?	COc1cc2c(=O)n(Cc3ccco3)c(=O)n(CC(=O)c3cccc(Br)c3)c2cc1OC
·	?	-12%	·	O=C(NC(=S)Nc1ccc(S(=O)(=O)Nc2nccs2)cc1)c1ccccc1
7	48	-6%	-17%	CCOc1ccc2c(c1)nc(SCC(=O)c1cccs1)n2C
2	-2	-7%	-17%	C=CCn1c(=O)c2ccccc2n2c(SCc3nnc(-c4ccccc4Br)o3)nnc12
·	20	0%	·	COc1ccccc1OCC(=O)OCn1c(SC)nnc(C)c1=O
-8	40	1%	0%	CC1Cc2ccccc2C(=O)N1 (stereo not given)
16	5	-3%	·	Cn1cccc1Cc1nnc(SCC(=O)Nc2cccc(F)c2)n1CCc1ccccc1
3	-15	-10%	1%	CNC(=S)N1N=C(c2ccc(OC)cc2)CC1c1ccc(N(C)C)cc1 (stereo not given)
13	-20	-1%	-3%	COc1ccc(S(=O)(=O)N(C)CC(=O)N2CCC(C(N)=O)CC2)cc1
·	?	4%	·	Cc1cnc(C(=O)Nc2cc(S(=O)(=O)N3CCOCC3)ccc2N2CCN(C)CC2)cn1
3	-7	2%	3%	CCOC(=O)c1c(C)n(C)c2ccc(OC(=O)c3ccoc3)cc12
12	14	0%	·	Cn1cnnc1SCC(=O)Nc1ccc2nc(SCc3ccccc3Cl)sc2c1
6	?	-1%	10%[2.29 µM]	COc1cc(C(N)=O)cc(Br)c1OC
-1	34	-2%	-2%	CCOC(=O)C1CSC(CC(=O)Nc2ccc(Cl)cc2)C(=O)N1 (stereo not given)
-1	5	0%	-2%	Cc1ccc(S(=O)(=O)NCCCNC(=O)c2ccccc2)cc1
3	35	11%	16%	CCSc1nc2ccccc2n1C(=O)c1ccc(S(=O)(=O)N2CCCCC2)cc1
12	1	0%	·	COc1ccc(N2C(=O)C3CCCN3C2c2ccc(F)cc2)cc1Cl (stereo not given)
8	-26	1%	5%	COc1ccc(Cl)cc1C(=O)Nc1ccccc1N1CCN(C)CC1
·	-30	0%	·	CCOC(=O)NC(=O)C(=CNc1ccccc1OC)C(=O)NC(=O)OCC
3	-23	1%	·	CC1(C)CC2(CC(C)(C)N1)OC(=O)N1CCc3ccccc3C12C (stereo not given)
-2	?	-3%	-2%	CC(C)(CC(=O)O)Cc1nc(-c2ccc(Cl)cc2)no1
7	-30	3%	-4%	COc1ccc(CCNC(C)=O)cc1
-9	11	-7%	-11%	O=C(/C=C\Nc1ccc2c(c1)OCO2)c1ccccn1
3	8	-3%	-2%	COC(=O)C1C(=O)NC(SC)=C(C#N)C1c1ccccc1 (stereo not given)
5	?	-5%	1%	O=C(CCn1cccc1)NC1CCCc2ccccc21 (stereo not given)
-1	-15	-16%	-9%	N#Cc1cc(C(=O)c2cc(Br)ccc2O)cn(C2CC2)c1=O
9	60	8%	-3%	O=C(NCc1ccccc1Cl)C1CCN(C(=O)c2sccc2-n2cccc2)CC1
1	-8	2%	-7%	COc1ccccc1CC(=O)N1CCCc2ccccc21
·	·	-4%	6%	Oc1cc(O)c2c(c1)OC(c1cc(O)c(O)c(O)c1)C(O)C2 (stereo not given)
13	-26	-6%	·	COc1cc(CNCC(C)C)cc(Br)c1OCC(=O)Nc1ccccc1
?	4	-3%	-3%	COc1ccc(NC(=O)C2C(=O)N(C)C3(C)CC2c2ccccc2O3)cc1 (stereo not given)
-2	10	?	-2%	Cc1ccc(COn2c(-c3ccc(Cl)cc3)nc3ccc([N+](=O)[O-])cc32)cc1
-2	31	-3%	·	O=C(Nc1ccc2c(c1)OCCO2)c1coc2ccccc2c1=O
-4	-6	3%	-10%	COc1ccc(C(=O)CSc2nccc(=O)[nH]2)cc1
-4	-7	?	?	CC(C)(C)c1ccc(NC(=S)NCc2cccs2)cc1
?	?	-18%	?	S=C(c1ccc(-c2ccccc2Cl)o1)N1CCOCC1
3	-27	0%	·	Cc1cccc(/C=N/c2sc3c(c2C(=O)OC(C)(C)C)CCN(C)C3)c1O
-8	-24	-2%	4%	Cc1ccc(-c2nnc3n2CCCCC3)cc1
·	26	-7%	·	COCC(=O)N=Nc1c(O)[nH]c2ccccc12
-1	8	3%	0%	CCCCCCC(C)n1[nH]c(=O)c2c(C)cc(=O)[nH]c21 (stereo not given)
-2	12	-9%	-22%	N#Cc1c(NC(=O)c2cc(C3CC3)on2)sc2c1CCC2
3	78	-4%	·	COc1ccc(N2CCN(CC(=O)Nc3cccc(S(=O)(=O)N4CCOCC4)c3)CC2)cc1
7	-3	-5%	-6%	CCN(CCCNC(=O)CCc1nc(-c2ccc(C)cc2)no1)c1cccc(C)c1
1	16	-12%	-7%	O=C1CC(SCc2nc3ccccc3[nH]2)C(=O)N1c1cccc(F)c1 (stereo not given)
2	22	-3%	4%	COc1cc(S(=O)(=O)Nc2cccnc2)ccc1F
2	-15	-2%	0%	CCOc1nc(N2CCCCC2)nc(-n2cc(-c3ccccc3)nn2)n1
0	23	-2%	-7%	O=C(C1CCCCC1)N1CCN(c2ccccc2F)CC1
·	·	-1%	13%	COc1ccccc1-c1ccc2ncnc(N(C)C)c2c1
9	?	-5%	18%	COCc1nc2ccccc2n1Cc1ccccc1Br
0	31	6%	3%	O=C(CNC(=O)c1ccco1)NCC(=O)OCc1ccc(Cl)cc1
5	-15	0%	0%	O=C(O)CCSc1nnnn1-c1ccccc1
?	-18	-3%	-5%	O=C(Nc1ccc(OC(F)(F)F)cc1)c1cnc2n(c1=O)CCS2
1	-10	3%	-5%	COc1ccc(N=C2S/C(=C\c3ccc(C)s3)C(=O)N2CC(C)C)cc1
-4	-17	6%	-1%	COc1cc(S(=O)(=O)Nc2ncccc2C)c(OC)cc1Cl
9	14	-9%	-2%	COc1ccccc1N/C(=N/S(=O)(=O)c1ccc(C)cc1)c1ccc(Cl)cc1
-2	-8	0%	-1%	CCOC(=O)Nc1cc(C)ccc1OC
·	-13	-28%	·	CC1CCN(C(=S)c2cn(Cc3cccc(F)c3)c3ccccc23)CC1
·	·	-7%	5%	COc1ccc(C(=O)N2CCC3(CCCN(c4ccccn4)C3)CC2)cc1

Grouped by structure, the entries above containing a furan ring, fused or not
IMPase inh	PNC assembly inh	ALOX12 inhib	15-hLO-2 inh	Structure
7	-13	6%	-2%	COC(=O)COc1ccc2occ(C(C)=O)c2c1
3	?	1%	?	COc1cc2c(=O)n(Cc3ccco3)c(=O)n(CC(=O)c3cccc(Br)c3)c2cc1OC
3	-7	2%	3%	CCOC(=O)c1c(C)n(C)c2ccc(OC(=O)c3ccoc3)cc12
?	?	-18%	?	S=C(c1ccc(-c2ccccc2Cl)o1)N1CCOCC1
0	31	6%	3%	O=C(CNC(=O)c1ccco1)NCC(=O)OCc1ccc(Cl)cc1

The listing continues:
IMPase inh	PNC assembly inh	ALOX12 inhib	15-hLO-2 inh	Structure
5	?	4%	1%	COC(=O)CNC(=O)CNC(=O)Nc1ccccc1Cl
8	?	-5%	-7%	CCOC(=O)CC1=C(C(=O)OCC)C(c2cc(OC)c(OC)cc2OC)C(C#N)=C(N)O1 (stereo not given)
-6	?	-3%	-2%	N/C(CCCN1CCCCC1)=N/O
2	17	11%	2%	CC(C)NC(=O)COC(=O)c1cc(=O)[nH]c2ccccc12
·	30	-6%	·	CCn1ncc(/C=C2/SC(=S)NC2=O)c1C
·	·	-8%	-4%	CC(C)NC(=O)N1CCC2(CC1)CCN(S(=O)(=O)c1ccccc1)CC2
0	0	-2%	10%	CNS(=O)(=O)c1cccc(C(=O)OCC(=O)N2CCc3ccccc3C2)c1
4	-100*	0%	-15%	CCN(CC)C(=O)CSc1nc2ccc(NC(=O)CSc3nnc(N)s3)cc2s1
·	68	-4%	·	CC(O/N=C/c1ccc(OC(F)F)cc1)C(=O)Nc1cccc(S(=O)(=O)N2CCOCC2)c1 (stereo not given)
6[20.6 µM]	·	1%	-6%	Nc1cc(C(Cl)=C(Cl)Cl)c(S(N)(=O)=O)cc1S(N)(=O)=O
·	-113*	1%	·	CCC(C)N(C)Cc1cccc(C2(O)CCN(S(=O)(=O)c3ccc(F)c(C)c3)CC2)c1 (stereo not given)
2	33	1%	-5%	O=C(NCCNC(=O)c1cc(OCC(F)(F)F)ccc1OCC(F)(F)F)Nc1ccc(Cl)cc1
?	45	0%	-9%	O=C(O)c1cc(NCc2c(F)cccc2Cl)ccc1N1CCOCC1
19	-21	-4%	-1%	Cc1cc(NC(=O)c2cnn3c(C(F)F)cc(-c4ccccc4)nc23)no1
-5	41	-5%	3%	Cc1c(C(=O)O)oc2ccc(S(=O)(=O)NCc3ccccc3)cc12
-19	2	-5%	-10%	O=C(NC1CCCCC1)c1cc(-c2ccco2)on1
-2	-14	0%	·	Cc1nc2sc(C(c3ccco3)N3CCC(C)CC3)c(O)n2n1 (stereo not given)
-1	6	-2%	-1%	CCCCNC(=O)CCC(=O)Nc1ccc2nc(N3CCOCC3)cc(C)c2c1
-2	22	-2%	5%[2.29 µM]	COc1ccc(C(=O)NCCSc2ccccn2)cc1
9	-5	-10%	-8%	COc1cccc(OC)c1-c1nn2c(-c3ccccc3Cl)nnc2s1
·	-18	2%	·	CN(CC(=O)NC(=O)NCc1ccccc1)Cc1ccc(Cl)c(Cl)c1
6	-8	3%	-6%	CCOC(=O)C(C)On1c(-c2ccc(Cl)cc2)nc2ccc([N+](=O)[O-])cc21 (stereo not given)
0	?	2%	2%	CCOC(=O)Cc1nnc(NC(=O)CC)s1
·	75	-5%	·	Cc1ccc(CNC(=O)c2ccc(N3CCc4ccccc43)c([N+](=O)[O-])c2)cc1
0	10	-8%	-18%	COc1c(N2CCN(C(=S)Nc3ccc(F)cc3)C(C)C2)c(F)cc2c(=O)c(C(=O)O)cn(C3CC3)c12 (stereo not given)
0	24	-2%	?	Cc1cccc(C)c1NC(=O)C1(NC(=O)C2CCCN2C(=O)OC(C)(C)C)CCCCC1 (stereo not given)
-6	-27	-1%	-2%	O=C(c1cc2ccccc2oc1=O)N(Cc1ccco1)C1CCS(=O)(=O)C1 (stereo not given)
-3	?	6%	-6%	CCCn1cc(SCC(=O)Nc2nnc(C)s2)c2ccccc21
?	-25	-2%	·	C=CCNc1nc(-c2c(C)nc3sccn23)cs1
3	?	0%	2%	Cc1ccc(CNC(=O)c2oc3ccc(S(=O)(=O)N4CCOCC4)cc3c2C)cc1
